Htt clearance: compounds clearing mutant huntingtin protein | HeLa Exon1htt(103Q)mCFP, aggregate imaging; zero = plate's median compound well | inhibition, % at 1.5 µM | actives 0.42% (n = 47,000);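 active means inhibition of aggregate fluorescence above about 70%, also judged a hit by eye on the cell image, limit read from the data, passing the limit was not always enough; inconclusive means no rule stated for this call; inactive means not judged a hit on image review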;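 further: cells exposed to compound for three days before fixation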
Htt clearance grain fraction: recorded beside Htt clearance, whose call it bears; fraction fluorescence in grains; measured here: aggregate grain fluorescence fraction; stronger effect = lower value;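 scaled fraction of total cell fluorescence in grains with unit not stated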
* = called active by the depositor; ? = inconclusive; / = not tested or not shown. Only part of the results is shown. The share of hits here may be higher or lower than overall.

Second line of a record: Htt clearance | Htt clearance grain fraction
COc1ccc(C2C(C(=O)OC(C)C)=C(C)N=c3s/c(=C\c4cccs4)c(=O)n32)cc1 (stereo unspecified)
 : -14.7 | 45.6
Cc1cc(C)nc(NS(=O)(=O)c2ccc(NC(=S)NC(=O)C(C)(C)C)cc2)n1
 : 4.2 | 22.4
CC(=O)c1ccc(-c2nc3ccccc3n2C)o1
 : 24.6 | 34.9
c1ccc(-c2nn3c(-c4ccco4)nnc3s2)nc1
 : 1.3 | 35.1
O=C(N/N=C/C=C/c1ccccc1)c1cccc(Br)c1
 : -6.8 | 38.2
Cc1ccc(-n2ncc3c(=O)[nH]cnc32)c(C)c1
 : 35.2 | 25.6
COC(=O)c1cc2ccsc2n1CC(=O)Nc1ccc(N(C)C)cc1
 : 15.6 | 31
CCOC(=O)c1nnn(-c2nonc2NC(C)=O)c1C
 : -14.8 | 23.4
CCCSC1=C(C#N)C(c2cccnc2)C(C(=O)OCC)=C(c2ccccc2)N1 (stereo unspecified)
 : 39.6 | 18.8
Cc1noc(C)c1COC(=O)COc1ccc2c(C)cc(=O)oc2c1
 : 35.8 | 11.5
CCCOC(=O)CCc1n[nH]c(=O)[nH]c1=O
 : -23.9 | 26
O=C(CCN1C(=O)c2ccccc2C1=O)NC1=NCCS1
 : 13.7 | 31.1
COc1ccccc1CNc1n[nH]c(NCc2ccccc2OC)n1
 : -42.3 | 25.2
CCOC(=O)C1CCCN(C(=O)C2CCCN(S(C)(=O)=O)C2)C1 (stereo unspecified)
 : 6.3 | 19.5
O=C(Oc1cc2oc(=O)c3c(c2cc1Cl)CCCC3)c1ccco1
 : 19.0 | 13.5
CCOc1ccc(-n2c(=O)cc(N3CCN(c4ccccc4)CC3)[nH]c2=O)cc1
 : -12.9 | 18.8
O=C(CSc1nnc2sc3ccccc3n12)NCc1ccco1
 : -2.6 | 36.9
CCOC(=O)N1CCN(c2cc3[nH]c(=S)[nH]c3cc2F)CC1
 : -4.5 | 19.6
CN1CCN(C(=O)C23CCC(C)(c4nc5ccccc5nc42)C3(C)C)CC1 (stereo unspecified)
 : 49.4 | 21.3
CO/N=C/C(C#N)c1ncc(C(F)(F)F)cc1Cl (stereo unspecified)
 : 19.6 | 31.2
O=C(O)C1C2C=CC(C2)C1C(=O)Nc1ccc2c(c1)OCCO2 (stereo unspecified)
 : -43.5 | 25.1
CC(C)OC(=O)NCN1C(=O)C2C3C=CC(C3)C2C1=O (stereo unspecified)
 : -26.6 | 45.3
COc1ccc(C2C3=C(CC(C)(C)CC3=O)Oc3ncn(CC(C)C)c(=N)c32)cc1 (stereo unspecified)
 : 16.6 | 18.2
Cc1csc(=O)n1CCC(=O)O
 : 48.2 | 17
CCOC(=O)CC(N)c1ccc2c(c1)OCO2 (stereo unspecified)
 : -15.6 | 24.7
NC(=O)c1ccccc1N=Cc1ccccn1
 : 49.9 | 19.2
Cc1nnc(NC(=O)c2c(F)c(F)c(F)c(F)c2F)s1
 : -1.3 | 20.4
N#Cc1ccccc1N=C1CCCN1Cc1ccccc1
 : -116.1 | 92.5
O=C(OCC(=O)N1CCc2ccccc21)C1=COCCO1
 : 33.5 | 12.8
Cc1ccc(CCNC(=O)C2CCN(S(=O)(=O)c3c(C)nn(C)c3C)CC2)cc1
 : 22.4 | 25.9

Overlap with the part before: 6 entries, then new ones.
Second line of a record: Htt clearance | Htt clearance grain fraction
CCOC(=O)CC(N)c1ccc2c(c1)OCO2 (stereo unspecified)
 : -15.6 | 24.7
NC(=O)c1ccccc1N=Cc1ccccn1
 : 49.9 | 19.2
Cc1nnc(NC(=O)c2c(F)c(F)c(F)c(F)c2F)s1
 : -1.3 | 20.4
N#Cc1ccccc1N=C1CCCN1Cc1ccccc1
 : -116.1 | 92.5
O=C(OCC(=O)N1CCc2ccccc21)C1=COCCO1
 : 33.5 | 12.8
Cc1ccc(CCNC(=O)C2CCN(S(=O)(=O)c3c(C)nn(C)c3C)CC2)cc1
 : 22.4 | 25.9
COC(=O)c1cc(Br)c(=O)n(CCC2=CCCCC2)c1
 : -1.3 | 18.7
CCOC(=O)CSc1nccc(N(C)C)c1C#N
 : -112.2 | 46.9
COc1cccc(Oc2ccc(N)cc2)c1
 : 34.9 | 13.2
CC(=O)Nc1ccc(S(=O)(=O)N2CCCCC2c2cccnc2)cc1 (stereo unspecified)
 : 47.0 | 22.5
Cc1ccc2nc(-c3ccccn3)oc2c1
 : -85.5 | 41
COc1ccccc1N1CCN(CC(O)c2ccc3cc[nH]c3c2)CC1 (stereo unspecified)
 : -14.7 | 35.4
COc1cc2c(cc1OC)-c1nc3ccccc3c(=O)n1C(C)(C)C2
 : -9.8 | 21.7
COc1ccc(C(=O)Nc2cc(OC)cc(OC)c2)cc1
 : -23.8 | 47.2
O=C(CSc1nnnn1-c1ccc2c(c1)OCO2)NCc1ccccc1
 : 22.2 | 16
CC(C)CCOc1ccc(C(=O)O)cc1
 : 35.5 | 24.2
CCCCOc1ccc(/C=c2\sc3ncnn3c2=O)cc1
 : 31.0 | 14.1
O=C(Oc1ccc(-c2cnc3ccccc3n2)cc1)c1ccc(Cl)c([N+](=O)[O-])c1
 : -0.2 | 35.6
Cc1c(NC(=O)c2cnn3cccnc23)c(=O)n(-c2ccccc2)n1C
 : -56.2 | 26.3
Cc1nnc(NCCN2CCOCC2)[nH]c1=O
 : 23.6 | 15.4
Cc1ccc2oc(C(=O)NCc3ccc4c(c3)OCO4)c(C)c2c1
 : 17.5 | 13.8
COCc1cc(=O)[nH]c(Nc2nc3ccccc3o2)n1
 : 5.3 | 31.7
CCN(CC)C(=O)C1CCN(S(=O)(=O)c2ccc3oc4ccccc4c3c2)CC1
 : 27.4 | 15.2
COc1ccc(S(=O)(=O)N(C)CC(=O)Nc2ccccc2OC)cc1C
 : 27.9 | 15.3
Cc1ccc(OCC(=O)N/N=C/c2ccc([N+](=O)[O-])o2)cc1
 : 11.1 | 34.2
CN(C)c1ccc(C(=S)NCc2ccco2)cc1
 : 54.1 | 17.1
Cc1cc(C)cc(N2C(=O)CC(Sc3nnnn3-c3ccccc3)C2=O)c1 (stereo unspecified)
 : -47.4 | 32.5
COc1ccc(NC(=O)c2cncc(Br)c2)c(S(=O)(=O)N2CCOCC2)c1
 : 27.5 | 26.9
COc1cccc(OCCn2ccnc2)c1
 : -25.7 | 23.6
CN(C)c1ccc(C2=NOC(CN3C(=O)c4ccccc4S3(=O)=O)C2)cc1 (stereo unspecified)
 : -25.9 | 47.3
OC(COc1cccc(OCC(O)CN2CCOCC2)c1)CN1CCOCC1 (stereo unspecified)
 : -28.1 | 44.3
COc1cc(NC(=O)c2ccccc2)c(OC)cc1NC(=O)CN1CCCCC1
 : 23.7 | 13.4
Clc1cccc(Cl)c1CSc1cc2c(nn1)-c1ccccc1CC2
 : -2.2 | 40
CSCCC(NC(=O)c1cc(CC(C)C)oc1C)C(=O)O (stereo unspecified)
 : -0.6 | 20.4
Nc1c(C(=O)N2CCOCC2)sc(=S)n1-c1ccccc1
 : 2.4 | 16.8
Cn1c(NCc2ccco2)nc2c1c(=O)n(Cc1ccc(Cl)cc1Cl)c(=O)n2C
 : 24.9 | 14
Cc1cc(C)nc(SCc2nc3nc(C)cc(C)n3c2Br)n1
 : -43.0 | 56.5
N#CC1=C2SCN(Cc3ccco3)CN2C(=O)CC1c1c(F)cccc1Cl (stereo unspecified)
 : -0.3 | 49.8
CC(C)(C)NC(=O)C(Cc1ccccc1)NS(=O)(=O)c1ccc2c(c1)CCC(=O)N2 (stereo unspecified)
 : 14.2 | 31.1
O=C(Cn1cc(C(=O)COc2ccccc2)c2ccccc21)NCc1ccco1
 : -41.5 | 27.1
COc1ccc(/C(O)=C2/C(=O)C(=O)N(CCN(C)C)C2c2ccc(C)cc2)cc1Cl (stereo unspecified)
 : 28.4 | 25.3
CN(C)CCNc1nc(-c2ccco2)c2c(c1C#N)CC(C)(C)OC2
 : 19.2 | 16.6
CCOC(=O)c1[nH]c2ccc(Br)cc2c1NC(=O)CCN1CCCCC1
 : -2.2 | 19.6
O=C1C2C3CCCC3=C3CCCC3C2C(=O)N1c1cccc(Cl)c1 (stereo unspecified)
 : -5.0 | 35.9
Cc1ccccc1C1CC(=O)NC2=C1C(=O)CCC2 (stereo unspecified)
 : -96.2 | 41.1
O=c1c2ccccc2nnn1CSc1nnc(COc2ccc(Cl)cc2)n1Cc1ccco1
 : ? | /
COc1ccc(CNc2nc(NCc3ccc(OC)c(OC)c3)n(C(=O)c3cccs3)n2)cc1OC
 : -15.4 | 47
CCOc1ccc(N2CC(C(=O)NCc3cccc(C)c3)CC2=O)cc1 (stereo unspecified)
 : 32.3 | 24.6
O=C(C(c1ccccc1)c1ccccc1)N1CCOCC1
 : -29.2 | 52.1
COC(=O)c1ccc(S(=O)(=O)c2ccc(C(=O)OC)s2)s1
 : -20.8 | 40.1
N#CC(c1cccc(C(F)(F)F)c1)(c1ncc(C(F)(F)F)cc1Cl)N1CCOCC1 (stereo unspecified)
 : -61.9 | 62.9
Cc1cc(NC(=O)CSc2nc3ccccc3c(=O)n2Cc2ccc(F)cc2)no1
 : 1.5 | 21.6
CC(C)(C)OC(=O)N1CC2Cc3[nH]c(=O)ccc3C(C2)C1 (stereo unspecified)
 : 52.8 | 10.1
COc1ccc(C2CC(c3cccs3)=NN2C(=O)CSC2=NN3CCCC(=O)N=C3S2)cc1 (stereo unspecified)
 : -26.0 | 60.9
CCOc1ccccc1N1CCN(C(=O)Nc2cccc(Cl)c2)CC1
 : -12.1 | 20
CCNc1nc(NC(C)C)nc(OCCOC(=O)c2ccccc2)n1
 : 12.1 | 15.4
C=CCOc1cccc(C2/C(=C(/O)c3ccc(C)cc3)C(=O)C(=O)N2CCN2CCOCC2)c1 (stereo unspecified)
 : 27.5 | 25.6
O=S(=O)(O)c1nc2ccccc2n1Cc1ccccc1
 : 38.3 | 26.8
CC1(C)CC(=O)c2cnc(N3CCN(c4ccccc4)CC3)nc2C1
 : -88.7 | 76
Brc1cc2c(cc1/C=N/Nc1nc3ccccc3s1)OCO2
 : 19.0 | 30.5
S=c1[nH]nc(CSc2nc3ccccc3s2)n1Cc1ccccc1
 : -22.8 | 26
COc1ccc(C(=O)Cc2ccc(OC)c(OC)c2)cc1
 : -8.2 | 21.4
CCN(CC)CCN1C(=O)C(=O)/C(=C(/O)c2c(C)[nH]c(C(=O)OC)c2C)C1c1ccco1 (stereo unspecified)
 : -2.4 | 34.6
CC(C)C(=O)N1CCC(CN=Cc2c(O)n(C3CCCCC3)c(=O)n(C3CCCCC3)c2=O)CC1
 : -2.1 | 38.9
COc1cc2[nH]c(=O)n(CCC(=O)N3CCN(c4cccc(C)c4C)CC3)c(=O)c2cc1OC
 : 39.4 | 20.5
Cc1ccccc1N1C(=O)C2ON(c3ccccc3)C(c3cccnc3)C2C1=O (stereo unspecified)
 : -2.1 | 34.6

(continued)
Second line of a record: Htt clearance | Htt clearance grain fraction
CCOc1ccc(OCC)c(NC(=O)CSc2nnnn2CC)c1
 : -13.4 | 22.7
CCC(c1nnc(SCC(=O)NCCc2ccc(Cl)cc2Cl)o1)N(C)C (stereo unspecified)
 : -6.3 | 17.9
Cc1n[nH]c(=O)nc1NCc1ccccc1Cl
 : -69.2 | 35
Cc1nnc(SCCn2c(N3CCC(C)CC3)nc3c2c(=O)n(C)c(=O)n3C)s1
 : 48.8 | 9.96
CCN(CC)S(=O)(=O)c1cccc(C(=O)Nc2ccc(Cl)cn2)c1
 : -14.1 | 38.2
Cc1ccc2[nH]c(=O)c(CN(Cc3cccs3)Cc3nnnn3CC3CCCO3)cc2c1 (stereo unspecified)
 : 48.3 | 17.8
CCN(CC)C(=O)Oc1ccc2c(=O)c(-c3ccc(OC)cc3)coc2c1
 : -67.9 | 58.2
COc1ccccc1N1CCN(C(=O)C(OC(C)=O)c2ccccc2)CC1 (stereo unspecified)
 : -21.1 | 28.6
Cc1cc(-c2ccccc2C(=O)NCc2ccccc2)on1
 : 46.1 | 9.61
Cn1c(Cl)c(C(=O)Nc2ccccc2)c2ccccc21
 : 54.6 | 13.3
O=C(NCC1(c2ccccc2)CCCC1)C(=O)NCC1(c2ccccc2)CCCC1
 : -8.4 | 21.1
COc1ccccc1C(=O)N1CCN(c2cccc(C(F)(F)F)c2)CC1
 : 51.8 | 17.7
COc1ccc(CNC(=O)C2CC(=O)N(c3ccc(OCC(=O)N4CCCCC4)cc3)C2)cc1 (stereo unspecified)
 : 12.2 | 14.3
CCc1ccc(OCCCC(=O)O)c(Br)c1
 : -25.1 | 22.2
CC(C)OC(=O)c1nn2c(C(F)(F)F)cc(-c3ccco3)nc2c1Cl
 : -0.8 | 19.7
Cc1ccc(NC(=O)COC(=O)Cn2c(C)csc2=O)cc1
 : -7.7 | 38.3
CCN(CC)CCOC(=O)CCc1cccc2ccccc12
 : -4.5 | 18.3
Cc1noc(COc2ccccc2OCc2onc(C)c2Cl)c1Cl
 : -49.4 | 24.8
O=C(c1ccc2c(c1)N(Cc1ccccc1)CCS2)N1CCCCC1
 : -14.4 | 40.9
Cc1cc(C)n(-c2nnc(C)n2NS(=O)(=O)c2ccc(F)cc2)n1
 : -14.5 | 48.3
COCCN(CCOC)C(=O)c1sc2nc(-c3ccccc3)cn2c1C
 : -10.4 | 21.4
COc1ccc(OC(=O)c2cc3ccccc3o2)cc1
 : -26.9 | 21.1
CCCc1cc(=O)[nH]c(SCC)n1
 : -52.0 | 52
CCOC(=O)CNc1nc(OCC#N)nc(N2CCOCC2)n1
 : 10.3 | 36.3
COCCN(CCOC)C(=O)C12CCC(C)(C(=O)C1)C2(C)C (stereo unspecified)
 : 38.6 | 23.6
CCC(C)NC(=O)CC(NS(=O)(=O)c1ccc(Cl)cc1)c1ccco1 (stereo unspecified)
 : -23.8 | 26.1
Cc1cn(COC/C=C/c2ccccc2)c(=O)[nH]c1=O
 : 24.6 | 27.7
COC(=O)[C@H](CCSC)NC(=O)NCc1ccccc1F
 : 4.6 | 41.4
Cc1cc(C)nc(/N=C2\NC(=O)CC(C(=O)O)N2CCc2c[nH]c3ccccc23)n1 (stereo unspecified)
 : -419.2 | 186

Filtered by structure, those above containing a nitro group on carbon.
Second line of a record: Htt clearance | Htt clearance grain fraction
O=C(Oc1ccc(-c2cnc3ccccc3n2)cc1)c1ccc(Cl)c([N+](=O)[O-])c1
 : -0.2 | 35.6
Cc1ccc(OCC(=O)N/N=C/c2ccc([N+](=O)[O-])o2)cc1
 : 11.1 | 34.2
